# Source: PubChem (several laboratories)
# HCT116 bCat-KO: beta-catenin-lacking colon tumor cell growth suppression | HCT116 beta-catenin knockout viability, CellTiter-Glo, 60 h; hits give low values | viability, % at 10 µM | 140,000 tested, 1.5% active;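 active = viability at or under a set limit, the compound median less 4 SD, cut at about 6% in these data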;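 note: 0% = Hyamine 1622 control at 20 µM and 100% = untreated cell control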
# GALR2 antag: antagonists of human galanin receptor 2 (GALR2) | O43603 | GALR2-expressing cells, antagonist mode | inhibition, % at 4 µM | 140,000 tested, 0.39% active | AID 828; in the data active = inhibition above about 27%;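 note: cells stimulated with galanin 1-16 at roughly its EC80; 0% = agonist challenge control and 100% = basal control without agonist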
# Target sequence (O43603 whole entry, looked up): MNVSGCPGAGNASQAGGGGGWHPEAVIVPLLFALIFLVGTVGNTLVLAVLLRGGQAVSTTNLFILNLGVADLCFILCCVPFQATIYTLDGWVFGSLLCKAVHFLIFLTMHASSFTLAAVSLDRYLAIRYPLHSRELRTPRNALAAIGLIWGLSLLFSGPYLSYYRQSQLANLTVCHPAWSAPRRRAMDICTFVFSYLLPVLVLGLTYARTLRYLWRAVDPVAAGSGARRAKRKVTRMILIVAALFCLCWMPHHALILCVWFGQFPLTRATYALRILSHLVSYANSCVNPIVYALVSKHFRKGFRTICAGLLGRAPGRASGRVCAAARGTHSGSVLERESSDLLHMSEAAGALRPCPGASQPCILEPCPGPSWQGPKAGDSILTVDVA
# Measles CPE: protection of cells from measles virus | Measles virus-infected cells, CPE protection, absorbance | protection (pct of control), % at 4 µM | 140,000 tested, 1.5% active; in the data active = protection mostly above about 24%, no sharp cut-off; inactive = mostly below about 26%; note: some compounds called inactive have numbers as strong as hits
# PTEN del growth: PTEN-deleted cell growth suppression; 140,000 tested, 1.2% active; HCT116 PTEN-null viability, CellTiter-Glo, 60 h; hits give low values; viability, % at 10 µM;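 active = viability at or below a set limit, 4 SD under the median of all tested compounds, cut at about 3.7% in these data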;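 note: PTEN knockout HCT116 line with beta catenin targeted HCT116 as companion control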
# E-sel TNF inh: TNF alpha driven E-selectin expression inhibition; inhibition, % at 2 µM; 120,000 tested, 0.71% active; HUVEC TNFa-induced E-selectin immunofluorescence, high content;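 active = inhibition above the batch mean plus 3 SD, and confirmed as a hit on visual image review, cut at about 43% in these data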;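 note: 0% = TNF-stimulated DMSO wells and 100% = unstimulated control wells; not every result past the cut was called active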
# NPY Y2 blocker: NPY-Y2 (human) receptor antagonism; 140,000 tested, 0.99% active; inhibition, % at 2.7 µM; NPY-Y2 expressing cells, antagonist mode; in the data active = inhibition above about 17%;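 note: 0% = vehicle with agonist challenge and 100% = reference antagonist with challenge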
# Target sequence (P49146 whole entry, looked up): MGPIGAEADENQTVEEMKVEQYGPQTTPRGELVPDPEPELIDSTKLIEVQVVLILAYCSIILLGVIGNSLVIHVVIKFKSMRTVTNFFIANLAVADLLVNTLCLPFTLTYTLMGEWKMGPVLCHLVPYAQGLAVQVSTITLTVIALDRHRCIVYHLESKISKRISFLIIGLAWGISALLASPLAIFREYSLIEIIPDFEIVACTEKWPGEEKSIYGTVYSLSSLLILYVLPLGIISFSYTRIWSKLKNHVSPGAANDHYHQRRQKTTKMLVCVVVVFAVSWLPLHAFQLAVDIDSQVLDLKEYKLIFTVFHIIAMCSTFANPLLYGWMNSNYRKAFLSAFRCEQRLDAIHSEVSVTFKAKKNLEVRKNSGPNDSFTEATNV
# Yeast lifespan up: yeast lifespan extension; S. cerevisiae growth with nicotinamide, OD615; deaD strain in restrictive glucose medium; inhibition of the nicotinamide effect, % at 10 µM; 130,000 tested, 0.68% active;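 active = inhibition above a set limit, placed 3 SD over the median of all compounds, cut at about 26% in these data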;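 note: 0% = nicotinamide-treated wells and 100% = cells grown without nicotinamide; some compounds called inactive have numbers as strong as hits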
#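 System: DeaD-strain S. cerevisiae / Buffer or medium: CSMM-D, restrictive glucose (dextrose) synthetic minimal medium / Probe or stimulus: nicotinamide, 1.5 mM, co-present with compound / Compound: one concentration, 10 µM, DMSO 0.25% / Incubation: 48 h compound exposure at 30 °C, humidified / Technique: optical density (absorbance) at 615 nm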
# MRP1 act: MRP-1 activation. 140,000 tested, 0.61% active. H69AR cells + doxorubicin, viability rescue, CellTiter-Glo. viability increase, % at 10 µM;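 active = viability gain under doxorubicin at or above a set limit, the compound median plus 3 SD, cut at about 4.7% in these data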;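 note: MRP-1 overexpressing cells given doxorubicin 25 µM after compound pretreatment; 18-22 h compound pretreatment then 72 h with doxorubicin before readout; 0% = doxorubicin-only wells and 100% = vehicle-treated cells without doxorubicin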
# Phagocyt inh: blocks phagocytosis by macrophages; J774A.1 macrophage IgG-bead phagocytosis, imaging; inhibition, % at 5 µM; 110,000 tested, 0.07% active;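 active = inhibition above the mean of the plate negative controls plus 5 SD, cut at about 13% in these data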;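 note: phagocytic index as fraction of beads internalized from green versus red external bead signal; plate controls were DMSO negative control for no effect and cytochalasin-D positive control for full effect; some results beyond the cut were filed as inactive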
# Yeast growth inh: yeast BB579 growth reduction in restrictive medium; inhibition, % at 10 µM; S. cerevisiae BB579 growth, OD615, 48 h; 140,000 tested, 0.51% active;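 active = inhibition above a set limit, 3 SD over the mean compound inhibition, cut at about 44% in these data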; note: inactives centre near -24
#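 Test system: DeaD yeast strain BB579 / Buffer or medium: restrictive glucose-based CSMM-D medium / Doses: single 10 µM dose / Schedule: 4 h cell preincubation, 48 h compound exposure, 30 °C humidified / Technique: culture absorbance at 615 nm / Controls: amphotericin B positive control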
# Numbers without * were called inactive; . = no result given.
SMILES,HCT116 bCat-KO,GALR2 antag,Measles CPE,PTEN del growth,E-sel TNF inh,NPY Y2 blocker,Yeast lifespan up,MRP1 act,Phagocyt inh,Yeast growth inh
CC1CCN(C(=O)c2ccc(S(=O)(=O)Cc3cccc(F)c3)c([N+](=O)[O-])c2)CC1,89.3,2.4,3.4,88.0,13.8,1.7,6.3,-4.0,-8.8,8.5
COc1ccc([N+](=O)[O-])cc1NC(=O)CCN1CCN(c2ccccc2OC)CC1,94.6,-8.2,10.1,94.5,2.0,1.6,-2.8,-0.7,-8.8,-13.5
COc1cccc(NC(=O)CSc2nncn2N)c1,98.0,-3.3,19.5,92.2,-20.6,2.4,-3.2,-2.2,0.1,15.1
Cc1cc(NC(=O)CSc2nnc(-c3ccncc3)n2N)ccc1Br,97.2,-7.0,8.5,96.8,-15.2,-2.5,-1.9,-4.0,0.1,-4.9
O=C(Nc1ccc(N2CCN(C(=O)c3ccc(Cl)cc3)CC2)cc1)c1ccc(Br)o1,31.6,4.9,-0.5,24.5,-14.7,-1.6,-9.1,-3.4,0.3,-39.8
CCCC(=O)Nc1ccccc1-c1nnn(CC(=O)Nc2ccc(OC)cc2)n1,74.6,4.9,7.6,89.0,-1.2,-1.4,-1.3,-1.3,-0.9,-78.2
Cc1c(C(=O)O)c(-c2ccccc2)nn1-c1ccccc1,95.2,-12.0,9.8,95.3,-8.4,2.6,-5.2,-1.7,1.1,-50.3
CC(C)C(=O)NCCc1nc2ccccc2n1CCCOc1ccc(Cl)cc1,29.2,-10.4,6.8,43.6,-12.2,8.1,-20.7,-0.5,.,-32.1
CCOC(=O)c1[nH]c(C)c(C(=O)OCC(=O)N2CCCCC2C)c1C (centres undefined),95.1,-8.1,4.3,105.5,.,1.0,-4.9,0.6,0.5,-47.0
CCSc1nnc(-c2sc3nnc(-c4ccccc4)c(-c4ccccc4)c3c2N)o1,96.9,4.4,15.7,85.1,14.5,-1.5,8.1,1.4,.,-93.7
COc1cccc(Nc2nnc(SCc3nc4ccccc4s3)s2)c1,87.9,4.6,8.9,93.7,.,1.4,-3.6,-2.5,-5.0,5.9
Cc1cccn2cc(CCNS(=O)(=O)c3ccc4c(c3)OCCO4)nc12,93.4,0.9,6.8,94.6,.,2.0,-0.7,-1.2,-1.6,-77.4
COc1ccc(-n2cnc3c(cnn3CCC#N)c2=N)cc1,108.8,-4.0,4.8,107.1,-2.0,-0.3,-9.6,1.9,-0.3,-18.8
CCc1ccc(C2CC(c3ccc(Cl)cc3)=NNC2=O)cc1 (centres undefined),96.5,2.3,2.7,85.4,.,1.9,-10.3,1.3,-0.2,-3.8
COc1ccc(C)c2sc(=NC(=O)c3ccccc3)n(C)c12,54.4,1.6,31.6,57.8,-7.9,-0.4,-9.5,-3.3,0.3,-20.0
COC(=O)CS(=O)(=O)c1cc(Br)cc2c1N(C(C)=O)CC2,87.5,-1.6,31.1,96.3,.,0.6,0.6,0.4,-1.4,-40.5
COc1cc(C(=O)NCCC(C)C)ccc1OCc1ccc(Cl)cc1Cl,79.8,10.8,3.6,75.1,.,4.8,4.8,2.7,-5.1,-34.6
CCOc1cc2[nH]c(=O)n(CCC(=O)NCc3ccc(OC)cc3)c(=O)c2cc1OCC,82.5,1.4,3.8,93.7,12.2,0.5,-9.4,-2.2,.,-34.2
CCOc1ccc(S(=O)(=O)NCCSc2ccccc2)cc1,97.5,2.2,29.7,108.3,-13.3,20.6*,-2.0,-1.1,1.0,-67.2
Cc1c(NC(=O)Nc2ccc(Cl)c(Cl)c2)c(=O)n(-c2ccccc2)n1C,90.6,3.1,18.4,108.9,-13.1,3.2,-17.8,-0.8,-0.2,-38.5
O=C(N/N=C/c1cccc(Br)c1)c1ccc(Cn2cc(Br)cn2)o1,88.0,16.1,11.0,85.1,.,4.6,-2.8,-1.1,0.4,-6.1
O=C1c2ccccc2NC(c2ccc(F)cc2)N1Cc1ccco1 (centres undefined),82.9,-18.1,17.4,80.4,-15.4,-1.5,-8.7,-3.0,.,-58.1
COc1ccccc1N1CCN(C(=O)c2oc3ccc(Br)cc3c2C)CC1,22.5,-5.9,3.1,21.1,.,9.8,9.6,-3.1,0.1,-19.9
COc1ccc(C2NC(=O)NC(c3ccccc3)=C2c2nc3ccccc3s2)cc1 (centres undefined),55.1,-18.2,28.3*,60.5,-12.6,6.5,-7.3,-1.0,-0.4,-40.9
C/C(NC(=O)c1ccccc1)=C1/C(=O)CC2C1C2(C)C (centres undefined),97.1,-4.5,15.9,83.9,.,3.2,-12.7,1.3,-0.5,-25.8
C/C(=N\NC(=O)Cn1c(-c2ccccn2)nc2ccccc21)c1ccccc1,87.6,5.4,13.2,88.7,3.7,2.1,4.2,-3.8,7.6,-15.5
CCN(Cc1ccccc1)Cc1c(C)[nH]c2c(C)c(C)ccc2c1=O,81.1,-1.2,5.0,74.4,7.8,1.9,-2.5,-4.8,0.0,-47.0
FC(F)(F)c1nc2ccccc2nc1N/N=C\c1ccccc1,85.9,12.6,5.2,83.2,-2.2,13.2,-21.0,-2.8,.,-25.2
CC12CCC(C(=O)Nc3ccc4c(c3)OCCO4)(OC1=O)C2(C)C (centres undefined),92.3,-4.6,5.0,98.9,9.5,-0.1,-2.1,-2.2,-1.9,-49.6
COc1ccc(-n2nc(C(=O)Nc3ccc4c(c3)OCO4)c3c4ccccc4n(C)c3c2=O)cc1,.,4.0,.,.,-21.6,3.1,.,.,-5.8,.
CN1C=CC=C/C1=C(\C#N)c1nc2ccccc2[nH]1,116.5,5.3,3.5,97.9,-9.8,2.0,13.3,1.5,0.0,-5.8
COCCN(C(=O)Cn1nnc2ccccc21)C(C(=O)NC1CCCC1)c1cccc(OC)c1OC (centres undefined),82.9,-3.2,15.0,89.5,9.6,5.8,-5.7,-1.0,-1.7,-8.4
COc1ccc2nc(NC(=O)CSc3nc4cccnc4n3C)sc2c1,104.2,6.9,10.2,84.7,-14.8,-1.1,-3.6,0.9,0.6,-33.9
CCOC(=O)NC(C(F)(F)F)(C(F)(F)F)P(=O)(c1ccccc1)c1ccccc1,88.5,-3.8,2.1,91.6,-11.0,2.7,-10.6,-0.9,1.2,-53.9
CN1CCc2c(sc3c2c(=O)n(-c2ccc(Cl)cc2)c2nncn32)C1,102.0,5.0,16.0,97.1,.,4.9,-19.2,-1.2,-5.4,-17.5
COC(=O)C1(Cc2ccccc2)NC(c2ccc(F)cc2)C2C(=O)N(C)C(=O)C21 (centres undefined),94.5,-5.2,5.2,99.1,19.6,6.2,.,-3.4,.,-3.8
Cc1cccc2nc(C(F)(F)F)nc(=O)n12,109.2,-7.2,42.7*,95.8,17.7,3.4,-29.5,0.5,0.5,-22.4
Cc1ccc(NC(=O)COC(=O)/C=C/c2ccco2)cc1S(=O)(=O)N(C)C,86.7,-6.0,6.7,91.0,-20.7,1.9,1.6,-3.8,.,-4.9
Cc1ccc(-n2ncc3c(=O)[nH]c(SC(C)C)nc32)cc1,96.0,-2.3,22.0,95.0,.,5.8,-4.2,-1.5,-0.6,5.6
CCCCN(CCCC)S(=O)(=O)c1ccc(C(=O)Nc2nnc(CSC)o2)cc1,17.1,0.6,2.9,16.3,-10.5,-1.0,-1.4,-3.7,-1.5,11.0

# Grouped by structure: those above with a cyano group (2)
SMILES,HCT116 bCat-KO,GALR2 antag,Measles CPE,PTEN del growth,E-sel TNF inh,NPY Y2 blocker,Yeast lifespan up,MRP1 act,Phagocyt inh,Yeast growth inh
COc1ccc(-n2cnc3c(cnn3CCC#N)c2=N)cc1,108.8,-4.0,4.8,107.1,-2.0,-0.3,-9.6,1.9,-0.3,-18.8
CN1C=CC=C/C1=C(\C#N)c1nc2ccccc2[nH]1,116.5,5.3,3.5,97.9,-9.8,2.0,13.3,1.5,0.0,-5.8

# (continued)
SMILES,HCT116 bCat-KO,GALR2 antag,Measles CPE,PTEN del growth,E-sel TNF inh,NPY Y2 blocker,Yeast lifespan up,MRP1 act,Phagocyt inh,Yeast growth inh
COc1ccc(S(=O)(=O)N(C)CC(=O)Nc2ccc3c(c2)OCCO3)cc1OC,88.4,4.1,5.3,104.6,-27.6,1.9,-7.2,0.1,-1.7,-13.8
Cc1ccc(O)c(-c2cc(C(F)(F)C(F)F)[nH]n2)c1,96.4,6.4,6.8,93.5,.,-2.1,-15.0,-1.2,-0.1,-24.5
CCc1nc(N2CCN(C(=O)c3ccco3)CC2)c2c3c(sc2n1)CCCC3,81.2,-4.5,27.7,78.4,18.2,4.4,-18.1,-0.1,.,-28.0
O=C(NNS(=O)(=O)c1ccccc1[N+](=O)[O-])c1cccc([N+](=O)[O-])c1,86.1,2.9,4.5,95.2,12.4,1.6,-1.9,-0.7,-2.0,-2.8
COc1ccc(C(=O)Oc2c(CN3CCOCC3)cc(Cl)c3cccnc23)cc1,4.9*,-2.5,2.5,3.1*,-3.6,8.0,0.3,-2.2,0.8,-22.7
Cc1ccc(C(=O)COC(=O)C(C)N2C(=O)C3C4C=CC(C4)C3C2=O)cc1 (centres undefined),83.3,-1.5,2.4,88.7,22.3,-1.6,2.7,-0.1,-1.3,-13.6
COC(=O)c1ccc(NC(=O)CN2C(=O)CCC2=O)cc1,101.8,4.5,3.5,106.2,-24.8,1.5,-7.8,0.3,0.8,-33.0
CCOC(=O)N1CCC(NS(=O)(=O)c2cc3c(cc2Cl)NC(=O)CO3)CC1,3.9*,-9.9,7.6,4.2,37.5,1.0,-15.0,-5.2,-0.2,-23.9
CCC(=O)c1ccc(OCC(=O)Nc2nn3cnnc3s2)cc1,90.0,2.4,48.9,105.2,.,-1.9,-15.9,-1.2,0.5,-37.4
CCNC(=O)CCS(=O)(=O)c1ccc2ccccc2c1,101.7,-5.5,-0.3,91.3,-3.1,7.5,.,-0.9,.,-19.4
CCCc1nc2ccccc2c(C(=O)OCC(=O)NCc2ccco2)c1CC,88.4,-3.0,17.8,106.3,14.7,3.5,-3.5,-3.3,-0.2,-48.4
CCOC(=O)c1c(-n2c(C)cc(C=O)c2C)sc2c1CCCC2,86.7,1.4,6.7,79.5,-55.1,3.8,9.6,-1.1,.,-5.1
CCCCCCC(=O)Nc1nc(C)c(-c2csc(Nc3cc(Cl)ccc3C)n2)s1,81.8,-2.6,17.2,81.3,23.0,5.8,-4.6,-0.1,.,-48.5
O=C1CSc2ccc(C(=O)N3CCN(c4ccccn4)CC3)cc2N1,88.4,5.0,20.7,86.6,-14.2,1.9,12.2,-0.8,-1.9,-51.6
Cc1ccc(/C=N\Nc2cn[nH]c(=O)c2Cl)cc1,79.3,3.4,2.3,72.7,16.5,-0.1,-9.3,1.6,-0.1,-45.7
COC(=O)C1=CN(C)C=C(C(=O)OC)C1c1ccc(Cl)cc1Cl,51.6,7.4,4.7,61.5,.,-1.1,-5.4,-2.3,-0.1,-32.6
COc1ccc(C2C(C(=O)NCCN(C)C)c3cc(OC)c(OC)cc3C(=O)N2C)cc1OC (centres undefined),101.3,9.2,6.4,111.5,-7.9,-2.4,0.6,0.1,-0.3,-44.6
COc1ccc(N2C(=O)CSC2c2cccc(OC)c2OC)cc1 (centres undefined),94.6,-8.9,13.4,91.6,-17.1,3.3,2.2,-2.8,-5.2,-16.3
